TbREL1 primary – TbREL1 inhibition, primary screen | P86926 | AID 1117264 | inhibition, % at 9.66 µM | 89,000 compounds, 0.49% hits | TbREL1 RNA ligation, FRET fluorescence;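 active means inhibition above the mean inhibition across all screened compounds plus 3 SD, cut at about 11% in these data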;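 further: 0% = plate median of test wells and 100% = NSC42067 control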
Target sequence (P86926 whole entry, looked up): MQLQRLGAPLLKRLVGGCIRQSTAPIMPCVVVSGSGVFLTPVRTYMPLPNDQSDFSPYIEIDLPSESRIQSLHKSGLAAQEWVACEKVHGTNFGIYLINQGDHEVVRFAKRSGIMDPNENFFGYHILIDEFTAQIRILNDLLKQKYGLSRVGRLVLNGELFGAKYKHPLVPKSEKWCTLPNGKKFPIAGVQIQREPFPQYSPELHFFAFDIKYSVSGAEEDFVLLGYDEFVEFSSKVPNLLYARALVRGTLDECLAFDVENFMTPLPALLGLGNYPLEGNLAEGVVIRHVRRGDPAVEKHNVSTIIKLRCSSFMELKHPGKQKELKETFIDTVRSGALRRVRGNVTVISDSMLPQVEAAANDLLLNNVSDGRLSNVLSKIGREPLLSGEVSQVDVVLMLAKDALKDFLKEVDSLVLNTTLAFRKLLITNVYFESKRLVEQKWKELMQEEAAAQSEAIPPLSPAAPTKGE
* hit, by the source's call. The list is partial (hit frequency here may not be typical).

SMILES	TbREL1 primary
O=C1COc2ccc(C(=O)C[n+]3cccc(O)c3)cc2N1	6
CCCSCCCNC(=O)Cn1cc2c(n1)CCCCC2	-1
Fc1cccc(F)c1Cn1ccc2ccc(-c3ccc4ccn(Cc5c(F)cccc5F)c4c3)cc21	1
Cc1ccccc1-c1nc(CN2CCN(C(=O)c3ccco3)CC2)c(C)o1	4
CCCCN(C(=O)C1CC(=O)N(c2ccc3c(c2)OCCO3)C1)c1c(N)n(CCCC)c(=O)[nH]c1=O (stereo not drawn)	1
COc1ccc(CCNC(=O)CN(C)S(=O)(=O)c2cccs2)cc1OC	0
COC(=O)c1ccc(Cn2c(C)c(C(=O)NCc3ccc([N+](=O)[O-])cc3)sc2=O)o1	-2
CC(=O)c1ccc(S(=O)(=O)N2CCN(CC(=O)NC(=O)NC3CCCCC3)CC2)cc1	0
COc1ccc(NC(=O)c2ccccc2NC(=O)NC2CCCCC2)cc1	1
C[C@H]1CN([C@@H](C)CO)S(=O)(=O)c2ccc(Br)cc2O[C@@H]1CN(C)C(=O)CCN1CCCCC1	-1
CC(=O)Nc1cccc(C(=O)Nc2cc(C(F)(F)F)ccc2-n2cncn2)c1	4
O=C(CN(CCc1ccccc1)S(=O)(=O)c1cccs1)N1CCOCC1	4
CCN(CC(O)CON=C1c2ccccc2-c2ccccc21)S(=O)(=O)c1ccc(Cl)cc1 (stereo not drawn)	-2
COc1ccc(CC(=O)N/N=C(\C)CC(=O)Nc2ccc3c(c2)OCCO3)cc1OC	4
CCc1cc2c(=O)n(CC(C)C)cnc2s1	4
CCN1C(=O)CC(n2c(C)nc3ccccc32)C1=O (stereo not drawn)	-4
CC1(C)CC(NC(=S)NC2CC2)CC(C)(C)N1	-1
CC(=O)Oc1ccc(NC(=O)Cc2ccccc2)cc1	0
COc1ccc(NC(=O)Cc2ccccc2F)cc1S(=O)(=O)N1CCCCC1	-2
CCOc1cc(-c2nnc(NC(=O)C3=COCCO3)o2)cc(OCC)c1OCC	-1
COc1ccccc1CNC(=O)N1CCN(S(=O)(=O)c2ccccc2)CC1	-1
CCc1ccc(OCC(=O)N/N=C/c2cc([N+](=O)[O-])ccc2N2CCCCCC2)cc1	4
Cc1ccc(NC(=O)CSCC(=O)O)cc1	0
Cc1cccc(NC(=O)CSc2nnc(SCc3ccc(Cl)cc3)s2)c1	5
CN1CCCCC(NC(=O)C2CCCCC2)C1=O (stereo not drawn)	0

For convenience, three of the compounds above.
SMILES	TbREL1 primary
Cc1ccc(NC(=O)CSCC(=O)O)cc1	0
Cc1cccc(NC(=O)CSc2nnc(SCc3ccc(Cl)cc3)s2)c1	5
CN1CCCCC(NC(=O)C2CCCCC2)C1=O (stereo not drawn)	0

A second format for some results above.
CCCCN(C(=O)C1CC(=O)N(c2ccc3c(c2)OCCO3)C1)c1c(N)n(CCCC)c(=O)[nH]c1=O (stereo not drawn)
  TbREL1 primary: 1

COc1ccc(CCNC(=O)CN(C)S(=O)(=O)c2cccs2)cc1OC
  TbREL1 primary: 0

COC(=O)c1ccc(Cn2c(C)c(C(=O)NCc3ccc([N+](=O)[O-])cc3)sc2=O)o1
  TbREL1 primary: -2

CC(=O)c1ccc(S(=O)(=O)N2CCN(CC(=O)NC(=O)NC3CCCCC3)CC2)cc1
  TbREL1 primary: 0

(further entries)
SMILES	TbREL1 primary
COC(=O)[C@]1(C)CCC[C@@]2(C)C3CC[C@]4(OC(C)=O)C[C@@]3(CCC21)CC4=O (stereo partly drawn)	-1
CC(C)CN1C(=O)C[C@]2(C(=O)N(C)c3ccc(NC(=O)C(C)(C)C)cc32)C1c1ccccc1 (stereo partly drawn)	-2
C[C@@H]1CC=C[C@H]2[C@H]1C(=O)N(Cc1ccccc1)[C@H]2c1ccc(C(F)(F)F)cc1	1
O=C(Oc1ccccc1/C=C\C(=O)c1cc2ccccc2o1)c1cccc(F)c1	4
COc1ccc(Nc2ccccc2NC(=O)c2ccccc2Br)cc1	-6
CC(C)CNC(=O)c1ccccc1-c1ccccc1C(=O)O	0
COc1ccc(C2=NNC(=Nc3cc(S(=O)(=O)N(C)C)ccc3C)SC2)c(OC)c1	-2
COC(=O)c1cnc(SCc2ccc(C)cc2)n1C	1
Cc1[nH]c(=O)[nH]c(=O)c1CSc1nnc([C@H](CC(C)C)NC(=O)OC(C)(C)C)o1	-3
CCc1ccc(C(=O)CSc2nnc(C3CC3)n2C2CC2)cc1	-2
COc1ccc(NC(=O)c2cc(C3CC3)nc3c2cnn3C(C)C)cc1OC	-2
COc1cc(OC)cc(-c2c(-c3cccs3)c3cc(-c4ccc5c(c4)OCO5)ccc3n2C)c1	0
Cc1c(C(=O)N2CCC(C)CC2)sc2ncnc(N(C)c3ccccc3)c12	-3
O=C(COc1ccc(Cl)cc1)N(Cc1ccccc1)c1ccccn1	-3
COc1ccc(C(=O)NC(C(=O)NCc2ccccn2)C(C)C)cc1 (stereo not drawn)	2
Cc1nnc(SCC(=O)Nc2c(C)n(C)n(-c3ccccc3)c2=O)n1Cc1ccccc1	0
O=C(COc1ccc2ccccc2c1)NNC(=O)Nc1ccccc1F	2
O=C(N[C@@H]1C/C=C\C[C@H](CC(=O)N(CCO)Cc2ccccc2)C(=O)N[C@@H](Cc2ccccc2)COC1=O)OCC1c2ccccc2-c2ccccc21	-5
CC1CN(CCOc2ccc([N+](=O)[O-])cc2)CC(C)O1 (stereo not drawn)	5
CC(CS(=O)(=O)c1ccc2c(c1)NC(=O)CS2)C(=O)N1CCN(c2cccc(Cl)c2)CC1 (stereo not drawn)	7
Cc1ccc(OCc2nn3c(-c4ccco4)nnc3s2)cc1	-2
CCN(CC)S(=O)(=O)c1cccc(NC(=O)COc2ncnc3sccc23)c1	-1
COCCNC(=S)Nc1cccc2cnccc12	-3
Cc1ccccc1S(=O)(=O)Cc1ccc(C(=O)NC2CCCCC2C)o1 (stereo not drawn)	-1
Cc1ccccc1C(=O)NC(NC(=O)c1ccccc1C)c1cccc([N+](=O)[O-])c1	2
(cont.)
SMILES	TbREL1 primary
CNc1oc(-c2ccc(Cl)cc2)nc1C#N	-3
CN(C)CC(C)(C)CNC(C(=O)Nc1ccc(Cl)cc1C(F)(F)F)c1ccccc1 (stereo not drawn)	5
COc1ccc(S(=O)(=O)NC(=O)C2(C)CCN2C(=O)Cc2cc(F)ccc2F)cc1 (stereo not drawn)	1
Cc1ccccc1NC(=O)CSc1nnc(NC(=O)c2ccco2)s1	0
CC1(C(=O)NS(=O)(=O)c2cccc(OC(F)F)c2)CCN1C(=O)Cc1cccs1 (stereo not drawn)	3
C=CCNc1ncnc2ccc(Br)cc12	4
CCc1ccc(NC(=O)COc2ccc(Br)cn2)cc1	-2
Cc1sc2nc(CSc3nc4ccccc4s3)[nH]c(=O)c2c1C	-2
CCCCNC(=O)C1(NC(=O)Nc2ccccc2)CCCCC1	1
Cc1ccccc1Oc1ccc(S(=O)(=O)NCCC(=O)O)cc1	-1
O=[N+]([O-])c1ccc2c(c1)ncn2CCc1ccccc1	0
Cc1ccc(C)c(NC2=NCC(=O)N2C2CCCCC2)c1	3
O=C(NC(c1ccc(Cl)cc1)c1cc(Cl)c2cccnc2c1O)c1cccnc1 (stereo not drawn)	-6
O=C(NC1CC1)c1cccc(Nc2ccc(-c3ccc4c(c3)OCCO4)nn2)c1	0
CCOc1ccccc1NC=C1C(=O)OC(C)(C)OC1=O	1
CCOC(=O)C1(Cc2ccccc2C(F)(F)F)CCN(Cc2ccc(COC)o2)CC1	-3
NS(=O)(=O)c1ccc(CCNC(=O)CSc2cccs2)cc1	-4
COc1ccc(-n2nc(N)c3c(=O)oc(N(C)C)nc32)cc1	4
O=C(O)c1cc(S(=O)(=O)Nc2ccc3cn[nH]c3c2)ccc1Cl	8
COc1ccc(CN2C(=O)CN=C2Nc2ccc(C)cc2C)cc1	2
C[C@H](O)c1[nH]c2cc(F)ccc2c1[C@H](C)O	7
COc1ccc2[nH]c(=O)c(CN(CCO)S(=O)(=O)c3c(C)ccc4nsnc34)cc2c1	3
Cn1nnnc1SCC(=O)NCC(=O)c1ccccc1	1
CN(CC(=O)OCC(N)=O)S(=O)(=O)c1ccc(Cl)cc1	0
COC(=O)[C@H](CCSC)NC(=O)N1CCC(C)CC1	0

Sorted by length of the SMILES (rising): part of the list above.
SMILES	TbREL1 primary
C=CCNc1ncnc2ccc(Br)cc12	4
Cc1ccccc1Oc1ccc(S(=O)(=O)NCCC(=O)O)cc1	-1
COc1ccc(-n2nc(N)c3c(=O)oc(N(C)C)nc32)cc1	4
COc1ccc(S(=O)(=O)NC(=O)C2(C)CCN2C(=O)Cc2cc(F)ccc2F)cc1 (stereo not drawn)	1

Back to the main list with the 2 entries that preceded the break.
SMILES	TbREL1 primary
CN(CC(=O)OCC(N)=O)S(=O)(=O)c1ccc(Cl)cc1	0
COC(=O)[C@H](CCSC)NC(=O)N1CCC(C)CC1	0
CCOc1ccc(NC(=O)CSc2nc3cccnc3n2CC)cc1	0
O=C(COC(=O)c1cccc(S(=O)(=O)N2CCCCC2)c1)NC1CCCCC1	0
CCN(CC)S(=O)(=O)c1ccc(N=N/C(C(C)=O)=C(/C)O)cc1	1
COCCNc1c2c(nc3c(-c4ccccc4)c(C)nn13)CCCC2	-6
COc1cccc2c1oc1c(SCc3nc4ccccc4[nH]3)nc(C)nc12	-2
CC(C)N=C(Nc1ccc(Cl)cc1)c1cccnc1	3
COC(=O)[C@]12C[C@H](CC(=O)N3CCSCC3)C(=O)N(Cc3ccc4c(c3)OCO4)C1=C[C@H](C(C)C)O[C@@H]2C1CC1	-2
COc1ccc(N2C(=O)NC3CC2(C)Oc2ccc(Cl)cc23)cc1OC (stereo not drawn)	-1
COc1ccccc1CNC(=O)COC(=O)Cc1cccc(F)c1	1
COc1ccccc1CNC(=O)COC(=O)CC1CC2CCC1C2 (stereo not drawn)	5
O=C(O)c1ccc(-n2nc(-c3ccccc3)c3ccccc3c2=O)cc1	-1
C[C@@H]1CN(Cc2nnnn2CC(=O)NCCCn2cccn2)C[C@H](C)O1	0
CN(C)CCN1C(=O)C(O)=C(C(=O)c2ccco2)C1c1ccccc1F (stereo not drawn)	7
CCCN1CCC(NC(=O)Cc2ccccc2OC)CC1	1
Cc1cc(=O)c(C(=O)Nc2cccc(N3CCCC3=O)c2)nn1-c1ccccc1Cl	1
COc1ccc(C2CC(c3cccc(C)c3)n3nc(N)nc3N2)cc1 (stereo not drawn)	-4
COc1ccc(-c2cc(C(=O)N3CCN(c4ccc(F)cc4)CC3)no2)cc1	2
COc1ccc(NC(=O)CS(=O)CC(=O)NCc2cccc(C(F)(F)F)c2)cc1 (stereo not drawn)	-1
O=C(CN1CSCC1=O)N1CCN(S(=O)(=O)c2cccc(F)c2)CC1	1
CC1CN(c2oc(-c3ccco3)nc2S(=O)(=O)c2ccccc2)CC(C)O1 (stereo not drawn)	-3
COc1ccc2nc(NC(=O)Cn3cnc4ccccc4c3=O)sc2c1	0
COc1ccccc1CNC(=O)COC(=O)c1ccc(S(=O)(=O)N2CCCC2)cc1	-5
COc1ccccc1/C=C/C(=O)c1ccc(Cl)cc1	2
COc1ccc(NC(=O)c2[nH]ncc2[N+](=O)[O-])cc1	-4
Cc1nc(-c2cccc(NS(=O)(=O)c3cccc4ccccc34)c2)cs1	1
More compounds follow.
SMILES	TbREL1 primary
CCOC(=O)C1=C(COC(=O)CC(C)c2ccccc2)NC(=O)NC1C (stereo not drawn)	0
Cc1nn(CCC(=O)NNC(=O)NCc2ccccc2)c(C)c1[N+](=O)[O-]	5
Cc1ccccc1C(=O)Nc1ccccc1-c1nnn(CC(=O)Nc2ccc3c(c2)OCCO3)n1	1
Cc1ccsc1C(=O)OCc1csc(-c2ccccc2)n1	2
CS(=O)(=O)N(CC(=O)N1CCCCC1)Cc1ccc(Cl)cc1	-3
CC(=O)Oc1ccc(C(=O)Nc2nccs2)cc1	-2
Cc1ccc(OCC(=O)Nc2ccc(Cl)cc2)c([N+](=O)[O-])n1	3
COc1ccc(-n2nc(C(=O)NCC(=O)N3CCCC(C)C3)c3ccccc3c2=O)cc1Cl (stereo not drawn)	2
C(=N\N1CCN(C2c3ccccc3-c3ccccc32)CC1)/c1ccccn1	-3
Cc1ccc(OCC(=O)Nc2ccc3c(c2)OCCO3)cc1C	-1
CCOC(=O)c1[nH]c2c(c1C)C(=O)CC(c1ccc(OCC)c(OC)c1)C2 (stereo not drawn)	4
COCCN(C(=O)COC(=O)c1cnc(C)cn1)c1c(N)n(Cc2ccccc2)c(=O)[nH]c1=O	1
COc1ccccc1NC(=O)NNC(=O)CCc1ccccc1	3
CCCOc1ccc(C(=O)NC(=S)N2CCN(c3cc4c(cc3F)c(=O)c(C(=O)O)cn4CC)CC2)cc1	-1
COc1ccccc1N(C)S(=O)(=O)c1ccc(C(=O)NCC(c2ccco2)N2CCCCC2)cc1 (stereo not drawn)	-2
COc1ccc(-c2onc(C)c2-c2ccc(C(=O)OC(C)C)o2)c(O)c1	-1
CCN(CC)S(=O)(=O)c1cc(NC(=O)c2ccc(-n3cncn3)c([N+](=O)[O-])c2)ccc1C	-4
COC(=O)c1ccc(CSc2nnc(NC(=O)C3CC(=O)N(c4ccc5c(c4)OCCO5)C3)s2)cc1 (stereo not drawn)	-4
C=C(C)CSc1nc2c(cc1C#N)CCC2	-2
O=C(Cn1c(CO)nc2ccccc21)Nc1ccc2c(c1)OCCCO2	-2
C[C@H]1COC(=O)[C@H](Cc2ccc(F)cc2)C/C=C\C[C@H](CC(=O)NCCO)C(=O)N1	-3
Cc1ccc(-c2cc(C(=O)Nc3ccc(S(=O)(=O)Nc4cc(C)on4)cc3)c3ccccc3n2)c(C)c1	1
O=C(NCCCN1CCOCC1)c1onc(CSc2nc3ccccc3[nH]2)c1C(=O)NCCCN1CCOCC1	-1

From PubChem
